PP5 inh: inhibitors of human protein phosphatase 5 (PP5); purified PP5c, OMFP substrate fluorescence; inhibition, % at 6.7 µM; hit rate 0.18% among 320,000;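 active = inhibition above the campaign's mean inhibition across all tested compounds plus 3 SD, cut at about 9.5% in these data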;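 also: 0% = DMSO only and 100% = 100 µM cantharidin control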
CTSL1 counter: cathepsin L1 inhibition, PFM18AAP counter-screen; hit rate 0.49% among 300,000; recombinant F. hepatica cathepsin L1, Z-Leu-Arg-MCA fluorescence; AID 1906; inhibition, % at 5.96 µM;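 active = inhibition above the mean of all tested compounds plus 3 SD, set per screening campaign, cut at about 17% in these data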;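 also: 0% = plate median of test compound wells and 100% = 1 µM Z-Phe-Ala-diazomethylketone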
HCV core dimer: blocks dimerization of HCV core protein; TR-FRET GST/Flag-core106 dimerization, 1536-well; inhibition, % at 5 µM; hit rate 0.33% among 300,000;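 active = inhibition above the mean of all tested compounds plus 3 SD, set per screening campaign, cut at about 45% in these data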
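Test system: GST/Flag-tagged HCV core106 proteins; Medium: KF-containing HEPES buffer, pH 7.45, DTT, CHAPS, BSA; Times: compound-protein-antibody incubation 4 h at 22.5 °C; Detection: TR-FRET 671 and 617 nm emission; Benchmarks: wells lacking GST-core106 and wells with excess unlabelled core106.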
JMJD2C inh: inhibitors of human GASC-1 (JMJD2C) demethylase. inhibition, % at 2.35 µM. GST-JMJD2C(1-420) H3K9me3 demethylation, DELFIA europium. hit rate 0.069% among 330,000;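 active = more than half of a compound's replicate wells show inhibition beyond 50%, single wells judged on their own value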;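 also: signal counts dimethyl H3K9 product captured on neutravidin plate; 0% = median of DMSO wells and 100% = 0.3 times that DMSO median; strong numbers were not always called active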
Target sequence (Q9H3R0 1-420 limits assumed): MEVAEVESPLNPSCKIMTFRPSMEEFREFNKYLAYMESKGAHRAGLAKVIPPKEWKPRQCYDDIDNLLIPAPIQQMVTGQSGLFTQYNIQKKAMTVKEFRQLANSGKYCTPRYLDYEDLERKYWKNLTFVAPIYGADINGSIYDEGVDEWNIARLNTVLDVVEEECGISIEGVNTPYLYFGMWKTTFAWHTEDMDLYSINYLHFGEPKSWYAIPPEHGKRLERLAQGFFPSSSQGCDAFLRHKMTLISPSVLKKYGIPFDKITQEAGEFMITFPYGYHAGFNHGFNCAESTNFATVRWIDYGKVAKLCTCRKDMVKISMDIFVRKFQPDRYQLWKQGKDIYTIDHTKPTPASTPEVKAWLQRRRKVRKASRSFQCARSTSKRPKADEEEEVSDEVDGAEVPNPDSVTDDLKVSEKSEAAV
PP1 counter: counter-screen for PP5 inhibitors: inhibitors of human PP1-alpha. inhibition, % at 6.7 µM. P62136. purified PP1alpha, OMFP fluorescence. hit rate 0.9% among 320,000;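 active = inhibition above the mean inhibition of all tested compounds plus 3 SD, computed separately for each screening campaign, cut at about 15% in these data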
Target sequence (P62136 whole entry, looked up): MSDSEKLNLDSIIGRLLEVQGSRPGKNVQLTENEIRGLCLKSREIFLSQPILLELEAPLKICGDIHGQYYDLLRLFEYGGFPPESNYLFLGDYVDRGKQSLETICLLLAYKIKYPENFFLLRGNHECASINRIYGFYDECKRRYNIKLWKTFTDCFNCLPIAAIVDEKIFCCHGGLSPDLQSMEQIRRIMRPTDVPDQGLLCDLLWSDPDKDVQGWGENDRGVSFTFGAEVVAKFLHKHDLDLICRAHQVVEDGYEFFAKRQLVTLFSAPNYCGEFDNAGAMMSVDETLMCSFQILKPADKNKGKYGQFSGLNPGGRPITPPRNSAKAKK
TPT1 inhibitor: C. albicans TPT1 enzyme inhibition. recombinant caTPT1, FP RNA substrate dephosphorylation. inhibition, % at 5 µM. hit rate 0.81% among 300,000. AID 1962;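 active = inhibition above the mean of all tested compounds plus 3 SD, set per screening campaign, cut at about 24% in these data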;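 also: plate controls were DMSO alone for no effect and ferristatin control at 100 nM for full effect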
Efflux pump mplx: blocks antifungal efflux pumps in multiplex yeast assay. hit rate 0.44% among 330,000. inhibition, % at 10 µM. S. cerevisiae Candida pump triplex, Nile Red efflux;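 active = plate passing quality check with inhibition over a set limit, or well fluorescence over plate mean plus 4 SD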;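 also: Nile Red retained in pooled yeast measured as flow cytometry median fluorescence; 0% = buffer negative control and 100% = Enniatin B positive control; higher means more Nile Red kept so more efflux inhibition; some compounds called inactive have numbers as strong as hits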
PREPL inh: inhibits the human prolyl oligopeptidase-like enzyme; Q4J6C6; recombinant PREPL, fluorescence polarization activity-based probe; inhibition, % at 5.96 µM; hit rate 0.68% among 320,000; AID 2751; in the data active = inhibition above about 43%;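 also: 0% = enzyme with DMSO and 100% = wells lacking enzyme; many of its hits are not listed in these tables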
LYPLA2 counter: blocks human lysophospholipase 2, a PME1 counter-screen; O95372; recombinant LYPLA2, FP-Rh probe fluorescence polarization; inhibition, % at 5.9 µM; hit rate 0.38% among 320,000;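 active = inhibition above the screen-wide mean plus 3 SD, limit set per campaign, cut at about 26% in these data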;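 also: 0% = LYPLA2 with DMSO and 100% = wells lacking LYPLA2 enzyme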
Target sequence (O95372 whole entry, looked up): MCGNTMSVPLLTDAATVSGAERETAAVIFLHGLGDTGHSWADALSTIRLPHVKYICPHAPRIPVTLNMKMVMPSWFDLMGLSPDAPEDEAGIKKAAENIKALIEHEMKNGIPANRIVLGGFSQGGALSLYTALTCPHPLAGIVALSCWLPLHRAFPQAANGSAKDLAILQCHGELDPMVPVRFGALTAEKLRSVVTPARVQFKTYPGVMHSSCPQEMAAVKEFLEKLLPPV
An asterisk follows results filed as active; & = joins results of further samples.

Screening CCCn1c(CCc2ccccc2)nnc1SCC(=O)N1CCCC1 returned PP5 inh 1.8, CTSL1 counter -2, HCV core dimer 8, JMJD2C inh 14, PP1 counter 0, TPT1 inhibitor -3, Efflux pump mplx 0.1, PREPL inh 4 and LYPLA2 counter -1.
For COc1ccc(-c2cc(C)no2)cc1S(=O)(=O)N(C)c1ccc(C)c(C)c1 the results were PP5 inh 3.2, CTSL1 counter -3, HCV core dimer 8, JMJD2C inh 4, PP1 counter 1, TPT1 inhibitor -1, Efflux pump mplx 0.0, PREPL inh 4 and LYPLA2 counter -6.
Screening Cc1ccccc1Nc1nc(-c2ccccc2)c(C(=O)Nc2cccnc2)s1 returned PP5 inh 3.4, CTSL1 counter 3, HCV core dimer -34, JMJD2C inh 0, PP1 counter 2, TPT1 inhibitor 4, Efflux pump mplx 0.0, PREPL inh 23 and LYPLA2 counter -2.
For Cc1nnc(NC(=O)CN2CC(C)OC(C)C2)s1 (stereo not given) the results were PP5 inh 1.2, CTSL1 counter -1, HCV core dimer 0, JMJD2C inh 7, PP1 counter 2, TPT1 inhibitor -1, Efflux pump mplx -0.1, PREPL inh -3 and LYPLA2 counter -6.
For C[C@]12CCC(=O)C=C1CC[C@@H]1[C@@H]2[C@@H](O)C[C@@]2(C)[C@H]1CC[C@]2(O)C(=O)COC(=O)CCC(=O)O the results were PP5 inh 9.0&-0.3, CTSL1 counter -31&-17, HCV core dimer 2&16, JMJD2C inh 5&-25, PP1 counter 6&-2, TPT1 inhibitor -2&-1, Efflux pump mplx 0.1&-0.1, PREPL inh -8&-1 and LYPLA2 counter 5&3.
Cc1cccc(NC(=S)NCCc2ccc(F)cc2)c1C was read as PP5 inh -1.3, CTSL1 counter -3, HCV core dimer 6, JMJD2C inh 7, PP1 counter -6, TPT1 inhibitor -3, Efflux pump mplx 0.0, PREPL inh -4 and LYPLA2 counter 5.
For CC(C)(C)c1ccc(-c2noc(C(=O)NN)n2)cc1 the results were PP5 inh 0.0, CTSL1 counter -2, HCV core dimer 2, JMJD2C inh -18, PP1 counter -3, TPT1 inhibitor -2, Efflux pump mplx 0.1, PREPL inh 1 and LYPLA2 counter -2.
For Cc1ccc(OCc2n[nH]c(=S)n2-c2ccccc2)cc1 the results were PP5 inh 0.0, CTSL1 counter -1, HCV core dimer -3, JMJD2C inh -11, PP1 counter -2, TPT1 inhibitor 0, Efflux pump mplx 0.0, PREPL inh -6 and LYPLA2 counter 4.
For O=C(NCC1CCCO1)c1ccc(NC(=O)c2cccc(Cl)c2)cc1 (stereo not given) the results were PP5 inh 0.7, CTSL1 counter -6, HCV core dimer -6, JMJD2C inh -3, PP1 counter -4, TPT1 inhibitor 3, Efflux pump mplx -0.2, PREPL inh 5 and LYPLA2 counter 5.
For Cc1ccc(C)c(OCC(=O)NNC(=O)CSC(=S)N2CCCC2)c1 the results were PP5 inh -0.2, CTSL1 counter -6, HCV core dimer 1, JMJD2C inh 59, PP1 counter -3, TPT1 inhibitor -2, Efflux pump mplx -0.2, PREPL inh 5 and LYPLA2 counter 3.
`COc1cccc(NC(=O)C(c2ccccc2)N2CCN(CC(=O)N3CCOCC3)CC2)c1` (stereo not given) gave PP5 inh -0.3, JMJD2C inh 8, PP1 counter -4, Efflux pump mplx -0.2, PREPL inh 14 and LYPLA2 counter 2.
For CCn1nc(C(=O)Nc2ccccc2N2CCCC2)c2ccccc2c1=O the results were PP5 inh 1.3, CTSL1 counter -2, HCV core dimer 1, JMJD2C inh 27, PP1 counter -6, TPT1 inhibitor -2, Efflux pump mplx 0.0, PREPL inh 9 and LYPLA2 counter 1.
O=C(N1CCOCC1)N1CCN(S(=O)(=O)N2CCCCC2)CC1 was read as PP5 inh -1.1, CTSL1 counter -2, HCV core dimer -4, JMJD2C inh -7, PP1 counter 3, TPT1 inhibitor -3, Efflux pump mplx -0.1, PREPL inh 7 and LYPLA2 counter 6.
`CC(C)(C#CC(O)(c1ccccc1)c1ccccc1)N1CCCCC1` gave PP5 inh 2.2, CTSL1 counter 0, HCV core dimer -13, JMJD2C inh 25, PP1 counter 4, TPT1 inhibitor -6, Efflux pump mplx -0.2, PREPL inh 17 and LYPLA2 counter 7.
For O=C(CN1C(=O)NC2(CCCC2)C1=O)OCCOc1ccc(Br)cc1 the results were PP5 inh -0.4, CTSL1 counter 3, HCV core dimer -6, JMJD2C inh 0, PP1 counter -1, TPT1 inhibitor 0, Efflux pump mplx -0.1, PREPL inh 1 and LYPLA2 counter 4.
Screening O=C(COC(=O)c1ccc(F)cc1F)NCCNC(=O)COC(=O)c1ccc(F)cc1F returned PP5 inh -1.5, CTSL1 counter 1, HCV core dimer 11, JMJD2C inh 22, PP1 counter -4, TPT1 inhibitor -4, Efflux pump mplx 0.0, PREPL inh -1 and LYPLA2 counter -3.
For CN(C)CCOc1ncnc2c1oc1ccccc12 the results were PP5 inh 5.6, CTSL1 counter -2, HCV core dimer -3, JMJD2C inh -3, PP1 counter 1, TPT1 inhibitor 1, Efflux pump mplx 0.1, PREPL inh 3 and LYPLA2 counter -6.
For O=C(O)c1cc([N+](=O)[O-])ccc1NCCCc1ccccc1 the results were PP5 inh 0.1, CTSL1 counter 5, HCV core dimer 5, JMJD2C inh 2, PP1 counter 1, TPT1 inhibitor 4, Efflux pump mplx 0.1, PREPL inh 0 and LYPLA2 counter 18.
`O=C(Cc1ccccc1Cl)Nc1cccnc1` gave PP5 inh -1.2, CTSL1 counter 1, HCV core dimer -3, JMJD2C inh -10, PP1 counter -2, TPT1 inhibitor -5, Efflux pump mplx -0.2, PREPL inh 0 and LYPLA2 counter 1.
`O=C(NC1CCCC1)c1ncn[nH]1` gave PP5 inh 0.3, CTSL1 counter 4, HCV core dimer -6, JMJD2C inh -14, PP1 counter -1, TPT1 inhibitor -3, Efflux pump mplx 0.2, PREPL inh 7 and LYPLA2 counter -6.
O=[N+]([O-])c1ccc(Nc2ccccc2F)nc1 was read as PP5 inh 2.7, CTSL1 counter -1, HCV core dimer 0, JMJD2C inh -13, PP1 counter 1, TPT1 inhibitor 2, Efflux pump mplx 0.2, PREPL inh 12 and LYPLA2 counter 15.
`CN1CCN(CC(=O)Nc2cccc([N+](=O)[O-])c2)CC1` gave PP5 inh -2.5, CTSL1 counter -3, HCV core dimer 4, JMJD2C inh -2, PP1 counter 1, TPT1 inhibitor -3, Efflux pump mplx -0.2, PREPL inh -3 and LYPLA2 counter 6.
COc1ccc(OCCOC(=O)CN2C(=O)NC3(CCCC3)C2=O)cc1 was read as PP5 inh 2.6, CTSL1 counter 4, HCV core dimer 5, JMJD2C inh -10, PP1 counter 4, TPT1 inhibitor -3, Efflux pump mplx 0.2, PREPL inh 7 and LYPLA2 counter -2.
Screening Cc1ccccc1-n1nc(-c2ccc(N)cc2)cc1N returned PP5 inh 3.3, CTSL1 counter 1, HCV core dimer -3, JMJD2C inh 7, PP1 counter 5, TPT1 inhibitor 3, Efflux pump mplx 0.0, PREPL inh 7 and LYPLA2 counter 3.

Of the compounds above, 2 have a COOH group.
For C[C@]12CCC(=O)C=C1CC[C@@H]1[C@@H]2[C@@H](O)C[C@@]2(C)[C@H]1CC[C@]2(O)C(=O)COC(=O)CCC(=O)O the results were PP5 inh 9.0&-0.3, CTSL1 counter -31&-17, HCV core dimer 2&16, JMJD2C inh 5&-25, PP1 counter 6&-2, TPT1 inhibitor -2&-1, Efflux pump mplx 0.1&-0.1, PREPL inh -8&-1 and LYPLA2 counter 5&3.
For O=C(O)c1cc([N+](=O)[O-])ccc1NCCCc1ccccc1 the results were PP5 inh 0.1, CTSL1 counter 5, HCV core dimer 5, JMJD2C inh 2, PP1 counter 1, TPT1 inhibitor 4, Efflux pump mplx 0.1, PREPL inh 0 and LYPLA2 counter 18.

(list continues)
O=S(=O)(Cc1ccccc1Cl)CC(O)COc1ccccc1Cl (stereo not given) was read as PP5 inh 1.6, CTSL1 counter 1, HCV core dimer 1, JMJD2C inh 4, PP1 counter 2, TPT1 inhibitor -6, Efflux pump mplx -0.2, PREPL inh -10 and LYPLA2 counter 3.
Cc1cccc(SC2CCN(Cc3nc(CC4CC4)no3)CC2)c1 was read as PP5 inh 2.0, CTSL1 counter 1, HCV core dimer 0, JMJD2C inh 1, PP1 counter -4, TPT1 inhibitor 2, Efflux pump mplx -0.1, PREPL inh 17 and LYPLA2 counter 7.
`CC1CN(C(=O)C(C)N2CCN(c3ccccc3Cl)CC2)CC(C)O1` (stereo not given) gave PP5 inh 0.0, CTSL1 counter 0, HCV core dimer -6, JMJD2C inh -7, PP1 counter -3, TPT1 inhibitor 1, Efflux pump mplx 0.1, PREPL inh 3 and LYPLA2 counter 7.
COc1cccc(CN2CCN(C3CCOCC3)CC2CCO)c1 (stereo not given) was read as PP5 inh 2.2, CTSL1 counter -3, HCV core dimer 5, JMJD2C inh -1, PP1 counter -2, TPT1 inhibitor 0, Efflux pump mplx 0.2, PREPL inh 3 and LYPLA2 counter 1.
Screening Cc1cc(C(=O)CC#N)c(C)n1CC(F)(F)F returned PP5 inh 1.3, CTSL1 counter -1, HCV core dimer -4, JMJD2C inh -2, PP1 counter -1, TPT1 inhibitor -1, Efflux pump mplx -0.1, PREPL inh 2 and LYPLA2 counter 3.
For Nc1nnnn1/N=C/c1ccccc1OCc1ccccc1 the results were PP5 inh 0.7, CTSL1 counter 6, HCV core dimer 9, JMJD2C inh 15, PP1 counter 3, TPT1 inhibitor -4, Efflux pump mplx 0.0, PREPL inh 5 and LYPLA2 counter 1.
COc1cc(C=O)ccc1OCc1ccncc1 was read as PP5 inh -1.0, CTSL1 counter 4, HCV core dimer 4, JMJD2C inh 0, PP1 counter 1, TPT1 inhibitor 4, Efflux pump mplx -0.2, PREPL inh 2 and LYPLA2 counter 0.
`COc1cc(OC)cc(C(=O)NCC(=O)Nc2ccc(OC)c(Cl)c2)c1` gave PP5 inh 1.5, CTSL1 counter 0, HCV core dimer 3, JMJD2C inh 3, PP1 counter 2, TPT1 inhibitor 0, Efflux pump mplx 0.9, PREPL inh 1 and LYPLA2 counter 5.
`CC(C)C[C@@H](CO)N1CCN(C)CCC1=O` gave PP5 inh 2.9, CTSL1 counter -2, HCV core dimer -9, JMJD2C inh 12, PP1 counter 0, TPT1 inhibitor -5, Efflux pump mplx 0.1, PREPL inh -2 and LYPLA2 counter -1.
Clc1ccc(-n2ncc3c(NCc4cccnc4)ncnc32)cc1Cl was read as PP5 inh -0.3, CTSL1 counter 2, HCV core dimer -4, JMJD2C inh 2, PP1 counter -3, TPT1 inhibitor -2, Efflux pump mplx -0.1, PREPL inh -1 and LYPLA2 counter 7.
Screening COC(=O)[C@@H]1C[C@@]2(O)[C@@H](O)[C@@H](O)[C@@H](O)C[C@H]2N1Cc1ccc(Cl)cc1 returned PP5 inh 1.0, CTSL1 counter -8, HCV core dimer -14, JMJD2C inh -6, PP1 counter 0, TPT1 inhibitor -2, Efflux pump mplx -0.2, PREPL inh -2 and LYPLA2 counter 3.
For COc1ccccc1C(=O)NNC(=O)c1cccc(Br)c1 the results were PP5 inh -0.7, CTSL1 counter -1, HCV core dimer 0, JMJD2C inh 6, PP1 counter 1, TPT1 inhibitor 0, Efflux pump mplx -0.1, PREPL inh -7 and LYPLA2 counter 1.
Screening COC(=O)N(NC(=O)C(O)(CCC(C)C)CCC(C)C)c1ccccc1 returned PP5 inh 2.4, CTSL1 counter 0, HCV core dimer 4, JMJD2C inh 6, PP1 counter -5, TPT1 inhibitor 0, Efflux pump mplx 0.1, PREPL inh -3 and LYPLA2 counter 2.

Compound activity from PubChem BioAssay.

A portion of the library; rates above refer to the full screens.
